# High-throughput results: PubChem BioAssay, several laboratories
# HIV peptide binding: cell-free HIV fusion peptide-binding blockers – biochemical, uHTS, fluorescence dequenching, primary screen (AID 1986); inhibition, % at 20 µM, or IC50 in µM where a hit was titrated; cell-free peptide binding, fluorescence dequenching, 30 min; higher % means a stronger effect; actives 0.3% (n = 290,000); in the data active means inhibition mostly above about 52%, no sharp cut-off; inactive means mostly below about 76%; further: some results filed as inactive read as strong as hits
# Salmonella PhoP GFP: inhibitors of PhoP regulon expression, primary screen, Salmonella Typhimurium, GFP reporter (AID 1863); S. Typhimurium PhoP-regulated promoter GFP reporter, 4 h; higher % means a stronger effect; inhibition, % at 50 µM; hits with a dose series show IC50 in µM; actives 0.16% (n = 300,000);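 active means inhibition over 29.93%, a cutoff 3 SD above the screen mean, later confirmed by dose response; inconclusive means inhibition over 29.93% but no dose response follow-up; inactive means inhibition at most 29.93% or unconfirmed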;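 further: 0% = low Mg2+ inducing control and 100% = high Mg2+ repressing control; strong numbers were not always called active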
# Myeloid diff MLP: promotes myeloid progenitor differentiation. ER-HoxA9 myeloid progenitors, lysozyme-GFP differentiation, flow cytometry. calls only at 10 µM. AID 624256. actives 1% (n = 360,000);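 active means normalized GFP-positive differentiation at or above the plate's own cutoff, the solvent-only control mean plus 3 SD; inconclusive means no clear call, values can overlap the other calls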;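 further: cells exposed to compound for four days before flow analysis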
# Rac1 GTP hydrolysis: MgcRacGAP GTPase-activating activity inhibitors, confirmation, biochemical, ADP Hunter fluorescence. actives 0.6% (n = 340,000). inhibition, % at 30 µM; hits with a dose series show IC50 in µM. MgcRacGAP-stimulated Rac1 GTP hydrolysis, ADP Hunter fluorescence; higher % means a stronger effect; GST-tagged Rac1 F28L mutant substrate;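 active means first-screen hits whose inhibition reached a set limit at any dose in the follow-up dose series; inconclusive means inhibition above the set first-screen limit but never retested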;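 further: fluorescence reports GDP produced by GAP-driven GTP hydrolysis; strong numbers were not always called active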
# SIAH1 antagonists: blockers of Siah-1 interaction with plectin peptide – biochemical, fluorescence polarization, rhodamine-plectin, uHTS, primary screen (AID 1817); Siah-1 / rhodamine-plectin peptide fluorescence polarization; higher % means a stronger effect; displacement, % at 20 µM, or IC50 in µM where a hit was titrated; actives 0.02% (n = 290,000);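 active means displacement of at least 50% at 20 µM, with a fluorescence ratio check between 0.3 and a set limit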;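 further: plate controls were Siah plus tracer with DMSO for no effect and tracer alone without Siah for full effect; strong numbers were not always called active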
# NTR1 ag: NTR1-driven beta-arrestin-GFP spot formation – imaging, U2OS cells, high content, primary screen (AID 493036); actives 0.17% (n = 330,000); activation, % at 20 µM; P30989; agonist mode;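 active means activation at or above 40% of the spot to cytoplasm intensity ratio, with at least 20 cells analyzed; inconclusive means wells under 20 cells, flagged as cytotoxic or low count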;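 further: 0% = DMSO without peptide and 100% = 100 nM NTR1 peptide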
# Target sequence (P30989 whole entry, looked up): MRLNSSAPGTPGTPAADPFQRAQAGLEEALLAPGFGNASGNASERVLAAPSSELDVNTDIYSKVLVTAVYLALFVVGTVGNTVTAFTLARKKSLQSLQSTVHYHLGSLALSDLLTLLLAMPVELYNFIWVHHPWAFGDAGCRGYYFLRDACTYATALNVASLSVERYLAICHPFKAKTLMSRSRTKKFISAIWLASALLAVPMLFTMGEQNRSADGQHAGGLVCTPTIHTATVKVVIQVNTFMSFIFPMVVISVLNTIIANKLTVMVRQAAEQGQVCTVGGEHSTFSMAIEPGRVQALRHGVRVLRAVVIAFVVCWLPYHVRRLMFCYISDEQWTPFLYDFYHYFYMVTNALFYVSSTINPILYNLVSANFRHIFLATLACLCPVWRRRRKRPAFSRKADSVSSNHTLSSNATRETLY
# GPR55 antagonists: inhibition of LPI-stimulated GPR55 beta-arrestin translocation – imaging, U2OS, beta-arrestin-GFP, LPI agonist, primary screen (AID 2013); U2OS GPR55 beta-arrestin-GFP translocation imaging, LPI antagonism; higher % means a stronger effect; inhibition, % at 10 µM, or IC50 in µM where a hit was titrated; actives 0.13% (n = 290,000);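 active means spots per cell inhibited over 60%, with over 100 cells counted and total cytoplasm intensity under 500,000; inconclusive means wells with under 100 cells, flagged as likely toxic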;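 further: U2OS cells stably carrying GPR55 and arrestin-GFP stimulated by 5 µM LPI near EC80; imaged beta-arrestin-GFP aggregate spots per cell after agonist stimulation; plate controls were LPI-stimulated DMSO wells for no effect and DMSO wells without LPI for full effect; some results filed as inactive read as strong as hits; confirmed hits need IC50 under 10 µM and bright autofluorescent wells are also inconclusive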
# GPR35 arrestin U2OS: inhibition of zaprinast-stimulated GPR35 beta-arrestin translocation – imaging, U2OS, beta-arrestin-GFP, zaprinast agonist, primary screen (AID 2058); actives 0.052% (n = 290,000); inhibition, % at 10 µM; hits with a dose series show IC50 in µM; U2OS GPR35 beta-arrestin-GFP translocation imaging, zaprinast antagonism; higher % means a stronger effect;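 active means inhibition of at least 50% with at least 30 cells and total cytoplasm GFP at most 10,000,000; inconclusive means under 30 cells or total GFP of 10,000,000 plus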
# LYP inhibition: PTPN22 lymphoid phosphatase activity blockers – biochemical, fluorescence intensity, uHTS (AID 1779); one-dose inhibition, % at 11.5 µM; IC50 in µM for titrated hits; recombinant LYP phosphatase, fluorescence intensity; higher % means a stronger effect; actives 0.054% (n = 290,000); in the data active means inhibition above about 50%;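 further: plate controls were vehicle with enzyme for no effect and no enzyme for full effect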
# NTR1 ag cell count 20 µM: recorded beside NTR1 ag, whose call it bears; cell count; measured here: cell count, cytotoxicity flag
# Myeloid diff MLP GFP+ MAC1+ %: also measured in Myeloid diff MLP; calls as there; GFP+ MAC1+ double positive, %; measured here: differentiation confirmed by MAC1 staining
# The depositor's hits bear a star; i = inactive; ? = inconclusive; / = not tested or not shown.
SMILES,HIV peptide binding,Salmonella PhoP GFP,Myeloid diff MLP,Myeloid diff MLP GFP+ MAC1+ %,Rac1 GTP hydrolysis,SIAH1 antagonists,NTR1 ag,NTR1 ag cell count 20 µM,GPR55 antagonists,GPR35 arrestin U2OS,LYP inhibition
Cc1nc2ccc(S(=O)(=O)NCC(=O)NC(C)c3ccccc3)cc2s1 (configuration not stated),-0.3%,-7%,i,0.1,4%,-2%,0.9,53,-8%,10%,-7%
Cc1nn(CCC#N)c(N)c1C1(O)C(=O)Nc2c(Cl)cc(Cl)cc21 (configuration not stated),-1.8%,-2%,i,0.1,6%,-7%,1.5,45,12%,2%,-3%
O=Cc1c(NCc2cccc(F)c2)c2ccccc2[nH]c1=O,1.3%,-7%,i,0.6,13%,3%,-0.8,53,0%,-7%,-5%
O=C(c1ccccc1[N+](=O)[O-])N1CCCN(C(=O)c2ccccc2[N+](=O)[O-])CC1,2.1%,0%,i,0.7,-4%,7%,-1.0,68,17%,-10%,-3%
N=c1ccn(Cc2cccc(Cl)c2)cc1,-0.6%,4%,?,/,9%,-3%,1.0,53,10%,1%,-8%
CC(C)COc1ccc(C(=O)NCc2ccco2)cc1,7.1%,-4%,i,0.6,4%,-1%,-0.9,94,13%,-6%,-2%
CC1CCCCN1CC(=O)NCc1ccc2c(c1)OCO2 (configuration not stated),-0.7%,14%,i,0.6,-4%,1%,0.3,71,-2%,-8%,-10%
CC1CC(=O)N(c2ccc(Br)cc2)C(=O)C1,0.5%,-1%,i,0.8,2%,-2%,0.4,54,-8%,4%,-9%
C/C(=N\NC(=O)c1ccncc1)c1cc2ccccc2oc1=O,3.0%,10%,i,0.8,13%,8%,0.8,70,-16%,-4%,-12%
COc1ccc(CNC(=O)CN(Cc2ccccc2)C(=O)c2csnn2)cc1,-0.1%,-7%,i,1.0,1%,-1%,-1.8,88,20%,6%,-9%
COc1ccc(C(=O)OCC(=O)NC(C)(C)C)cc1[N+](=O)[O-],-0.7%,1%,i,0.8,12%,3%,0.2,72,6%,-13%,-6%
Cc1ccc(-c2noc(CCC(=O)NC3CCN(Cc4ccccc4)CC3)n2)cc1,1.3%,-12%,i,0.6,2%,3%,/,/,-5%,12%,-2%
Cc1cc(Cl)ccc1NC(=O)CN1C(=O)CSc2ccc(S(=O)(=O)N3CCOCC3)cc21,-0.5%,6%,i,4.9,6%,4%,-0.2,50,9%,9%,-9%
O=C(COC(=O)/C=C/c1ccccc1[N+](=O)[O-])Nc1ccc(OC(F)F)cc1,-0.1%,-14%,i,0.4,8%,-4%,2.1,56,5%,-1%,-7%
O=C(Nc1nnc(-c2cccnc2)o1)c1ccccc1Cl,1.8%,-3%,i,0.6,1%,3%,-1.4,48,16%,10%,-2%
COc1ccc(C)cc1NS(=O)(=O)c1ccc(NS(=O)(=O)c2ccc(NC(C)=O)cc2)cc1,3.0%,2%,?,/,-2%,-3%,0.6,49,-1%,4%,-4%
Cc1cc(-c2ccccc2)nc(N/N=C/c2cccnc2)n1,1.5%,/,i,0.1,4%,3%,1.0,43,8%,9%,2%
Cc1ccc(N(CCC#N)C(=O)CSc2ccc3c(c2)OCCO3)cc1,-2.4%,-3%,i,2.1,14%,1%,-1.1,35,18%,12%,4%
COc1ccc(N(CC(=O)NCC(C)C)S(=O)(=O)c2ccccc2)cc1,-1.8%,-2%,i,0.0,2%,3%,1.7,42,-25%,17%,-6%
CC(=O)c1cccc(NC(=O)/C(=C\c2cccnc2)NC(=O)c2ccc(C)cc2)c1,3.4%,5%,i,0.5,7%,0%,0.9,65,-2%,8%,-2%

# 4 entries drawn at random from those above:
SMILES,HIV peptide binding,Salmonella PhoP GFP,Myeloid diff MLP,Myeloid diff MLP GFP+ MAC1+ %,Rac1 GTP hydrolysis,SIAH1 antagonists,NTR1 ag,NTR1 ag cell count 20 µM,GPR55 antagonists,GPR35 arrestin U2OS,LYP inhibition
Cc1nn(CCC#N)c(N)c1C1(O)C(=O)Nc2c(Cl)cc(Cl)cc21 (configuration not stated),-1.8%,-2%,i,0.1,6%,-7%,1.5,45,12%,2%,-3%
Cc1nc2ccc(S(=O)(=O)NCC(=O)NC(C)c3ccccc3)cc2s1 (configuration not stated),-0.3%,-7%,i,0.1,4%,-2%,0.9,53,-8%,10%,-7%
COc1ccc(C(=O)OCC(=O)NC(C)(C)C)cc1[N+](=O)[O-],-0.7%,1%,i,0.8,12%,3%,0.2,72,6%,-13%,-6%
O=C(Nc1nnc(-c2cccnc2)o1)c1ccccc1Cl,1.8%,-3%,i,0.6,1%,3%,-1.4,48,16%,10%,-2%

# The results go on:
SMILES,HIV peptide binding,Salmonella PhoP GFP,Myeloid diff MLP,Myeloid diff MLP GFP+ MAC1+ %,Rac1 GTP hydrolysis,SIAH1 antagonists,NTR1 ag,NTR1 ag cell count 20 µM,GPR55 antagonists,GPR35 arrestin U2OS,LYP inhibition
CC(C)n1cc(CN2CCC(n3nccc3NC(=O)Cc3ccccc3)CC2)cn1,-2.5%,-7%,i,1.9,5%,-4%,-0.4,62,-4%,8%,-11%
O=C(CN1CCOCC1)N(c1ccccc1)c1ccc2ccccc2c1,5.1%,-10%,i,0.2,9%,3%,-1.6,76,6%,-8%,3%
COC(=O)c1ccccc1NC(=O)C1=CC(c2cccs2)=NS(=O)(=O)N1C,2.3%,/,i,1.4,8%,-3%,5.3,53,4%,-6%,-9%
CCn1c(SCC(=O)NNC(=O)c2ccco2)nnc1-c1ccco1,2.8%,-7%,i,0.5,-9%,0%,0.1,90,12%,4%,-14%
CS(=O)(=O)N1CCC(NC(=O)Cc2ccccc2)CC1,-0.7%,5%,i,0.2,1%,-3%,-0.4,74,2%,9%,-8%
CCC(C)[C@H]1CNCCN1CCc1cccc(F)c1 (some centres not stated),/,-6%,i,3.7,-1%,/,0.5,97,/,/,/
Cc1ccccc1SCC(=O)N/N=C/c1ccc(F)cc1,1.5%,-4%,i,0.9,11%,6%,3.9,102,10%,6%,-6%
COc1ccc(S(=O)(=O)Nc2ccc(O)c(Sc3nc4ccccc4s3)c2)cc1,5.8%,-3%,i,0.8,20%,12%,3.1,60,12%,1%,-3%
C=CCn1c(=O)c2ccccc2n2c(SCC(=O)c3ccccc3)nnc12,-2.4%,-7%,i,0.9,12%,7%,4.0,65,4%,0%,-5%
CC(=O)Nc1ccc(/C=N/Nc2nc3ccccc3[nH]2)cc1,-2.4%,-2%,i,0.0,15%,-4%,-1.2,99,2%,-9%,5%
O=C(Nc1nc2ccccc2[nH]1)c1ccc(Cl)c(S(=O)(=O)N2CCCC2)c1,-3.1%,-2%,i,1.1,10%,-1%,-1.7,39,6%,13%,-1%
COc1ccc(CNC(=O)C(C)Sc2nc3ccccc3c(=O)n2CCCN2CCOCC2)cc1 (configuration not stated),-0.3%,-9%,i,0.6,-2%,3%,0.5,66,6%,-8%,-3%
COCc1cc(C)nc(Nc2ccc(C)cc2C)c1C#N,-0.5%,9%,i,4.2,7%,1%,-0.1,57,-3%,-1%,2%
CCCCN(CCCC)CCNC(=O)c1cn(C)c2ccc(S(=O)(=O)N3CCCC3)cc2c1=O,0.3%,-6%,i,4.3,8%,8%,1.6,46,-2%,-14%,3%
CCc1nc2c(C#N)c(-c3ccc(Cl)cc3)ccn2n1,-2.2%,9%,i,1.0,6%,-2%,-1.7,61,-10%,20%,-3%
C=CCn1c(NCCO)nc2c1c(=O)n(C)c(=O)n2C,1.1%,1%,i,5.0,3%,0%,0.3,49,-10%,14%,-6%
O=C(COC(=O)c1ccccc1)NCC1CCCO1 (configuration not stated),-0.3%,3%,i,0.3,13%,3%,1.3,46,6%,-1%,1%
O=C(N/N=C/c1nn(-c2ccccc2)cc1-c1ccc(Cl)cc1)c1ccncc1,4.5%,/,/,/,/,-5%,3.1,56,10%,-4%,7%
CS(=O)(=O)c1nsc2nc(=O)c(/C=C3\C=Nc4ccccc43)c(N)n12,52%,4%,i,0.3,17%,6%,1.1,79,8%,9%,-4%
O=C(O)c1cnc(-c2ccccc2)nc1C(F)(F)F,0.0%,2%,i,0.0,1%,-2%,-0.7,56,-5%,-12%,-7%
CC(=O)c1ccc(NC(=O)CCC(=O)OCC(=O)c2cccc([N+](=O)[O-])c2)cc1,-0.9%,5%,i,0.2,9%,0%,0.3,55,8%,0%,-10%
CC(=O)Nc1ccc(NC2(C)C(=O)c3ccccc3C2=O)cc1,1.6%,-2%,i,0.6,9%,-1%,0.1,48,20%,4%,2%
Cn1c(-c2sc3ccccc3c2Cl)n[nH]c1=S,-1.2%,-30%,i,2.9,15%,0%,1.0,65,8%,-6%,0%
COc1ccccc1C(=O)NC(=O)COC(=O)c1ccco1,/,1%,i,0.8,6%,/,-0.2,68,/,/,/
CC(C)(C)c1ccc(C(=O)NC(=S)Nc2ccc(N3CCOCC3)cc2)cc1,-2.3%,-1%,i,0.0,-12%,1%,6.1,52,10%,11%,2%
CC(=O)c1cn(Cc2ccccc2)c(=O)[nH]c1=O,-1.3%,0%,i,0.2,3%,3%,0.9,90,-13%,-10%,1%
O=C(NN1CCCCC1)c1ccc(COc2ccc(Cl)cc2)cc1,1.2%,-3%,i,0.6,13%,8%,-0.2,79,8%,1%,-3%
C=CCn1c(N2CCCCCC2)nc2c1c(=O)n(C)c(=O)n2C,2.2%,-11%,i,0.5,7%,0%,0.6,53,6%,2%,1%
CSc1ncc(Cl)c(C(=O)NCc2ccc3c(c2)OCO3)n1,-0.4%,6%,i,0.7,-1%,-2%,-0.8,65,1%,-2%,-11%
CCOC(=O)c1c(NC(=O)C2c3ccccc3Oc3ccccc32)sc(C(=O)N(CC)CC)c1C,-3.0%,-10%,i,1.8,-3%,3%,3.8,62,14%,-5%,4%
CCc1ccccc1-n1c(SCC(=O)Nc2ccc3c(c2)OCCO3)nc2[nH]ncc2c1=O,-0.5%,4%,i,6.9,9%,5%,-0.3,58,-2%,-10%,-2%
COc1cccc(OCCn2cccc2/C=C2/C(=N)N3OC(C)=CC3=NC2=O)c1,-1.4%,7%,i,0.2,2%,2%,-0.2,67,2%,-23%,-2%
